# Screening data (PubChem)
# aDG glyco act = increases alpha dystroglycan glycosylation | Pro5-aDG cells, alpha-DG glycosylation AlphaScreen (IIH6); 0% Pro5, 100% B10-LARGE cell signal | activation, % at 10 µM | 360,000 compounds, 0.22% hits;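 active means activation of at least 8% versus controls, or a plate z-score of at least 8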;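 further: Pro5 are CHO cells carrying HIG-tagged alpha-DG that lacks glycosylation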
# HIF-2a block = HIF-2a inhibition; inhibition, % at 18.8 µM; 360,000 compounds, 0.72% hits; 786-0 RCC cells HIF-2a reporter, luciferase luminescence, overnight;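 active means inhibition of the luminescence signal of 40% or more relative to plate controls, in a single-dose primary screen at 18.75 µM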
# Vif inh = inhibitors of HIV Vif | HEK293T cells, Vif self-association by quenched fluorescence, imaging, 24 h | 340,000 compounds, 0.35% hits | inhibition, % at 7.49 µM; in the data active means inhibition above about 50%, passing the limit was not always enough; further: some results filed as inactive read as strong as hits
# PDI inh = blocks human protein disulfide isomerase activity. P07237. PDI insulin aggregation turbidity, A650, 90 min. inhibition, % at 10 µM. 350,000 compounds, 0.052% hits;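 active means mean inhibition across replicates of 30% or more, whatever share of single replicates reach that level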;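 further: absorbance from insulin aggregation driven by PDI reduction with DTT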
# Target sequence (P07237 whole entry, looked up): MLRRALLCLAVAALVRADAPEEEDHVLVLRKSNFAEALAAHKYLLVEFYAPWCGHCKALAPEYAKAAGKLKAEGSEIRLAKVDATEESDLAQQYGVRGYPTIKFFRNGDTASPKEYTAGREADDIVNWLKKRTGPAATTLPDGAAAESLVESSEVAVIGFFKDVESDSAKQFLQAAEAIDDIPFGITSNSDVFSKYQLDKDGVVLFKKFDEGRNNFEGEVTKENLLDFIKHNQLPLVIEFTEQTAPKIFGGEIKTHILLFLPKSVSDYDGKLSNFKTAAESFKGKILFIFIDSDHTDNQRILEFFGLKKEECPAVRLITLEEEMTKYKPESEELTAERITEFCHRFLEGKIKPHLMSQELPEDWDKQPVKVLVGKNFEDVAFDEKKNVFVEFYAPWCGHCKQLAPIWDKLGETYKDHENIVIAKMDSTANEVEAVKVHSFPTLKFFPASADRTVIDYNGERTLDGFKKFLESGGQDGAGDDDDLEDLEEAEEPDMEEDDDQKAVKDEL
# NR2E3 ag-1 = activates human photoreceptor nuclear receptor NR2E3 | Q9Y5X4 | GST-NR2E3/biotin-RetCOR TR-FRET, 1536-well | 320,000 compounds, 0.12% hits | inhibition of corepressor binding, % at 4.78 µM | AID 2300;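 active means percent inhibition above the cutoff of mean plus 3 SD of all tested compounds, set per screening campaign, cut at about 20% in these data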;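 further: 0% = DMSO wells and 100% = biotin wells as full block of FRET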
# Target sequence (Q9Y5X4 whole entry, looked up): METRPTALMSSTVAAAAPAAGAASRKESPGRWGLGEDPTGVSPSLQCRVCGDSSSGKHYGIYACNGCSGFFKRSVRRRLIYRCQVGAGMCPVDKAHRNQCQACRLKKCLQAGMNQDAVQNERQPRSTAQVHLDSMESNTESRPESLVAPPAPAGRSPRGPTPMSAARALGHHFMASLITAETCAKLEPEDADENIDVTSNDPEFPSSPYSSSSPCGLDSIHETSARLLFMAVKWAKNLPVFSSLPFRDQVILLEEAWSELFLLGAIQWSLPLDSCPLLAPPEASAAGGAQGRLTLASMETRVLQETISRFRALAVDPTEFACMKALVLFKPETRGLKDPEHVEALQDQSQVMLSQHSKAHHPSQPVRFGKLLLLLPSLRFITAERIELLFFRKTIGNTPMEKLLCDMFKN
#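 system = GST-tagged NR2E3 plus biotinylated RetCOR corepressor | input = 1.35 nM GST-NR2E3 | also added = 7 nM biotin-RetCOR | schedule = 5 h incubation at 4 °C | measured by = TR-FRET with europium anti-GST and streptavidin-D2, 340 nm excitation | read-out = percent loss of FRET ratio relative to control wells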
# Granule exo inh = lytic granule exocytosis inhibition; TALL-104 LAMP-1 surface exposure, flow cytometry; cells stimulated with thapsigargin and PMA; inhibition, % at 10 µM; 360,000 compounds, 0.66% hits; AID 651702;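 active means inhibition above about 55%, limit read from the data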
# CaV13 FRET inh = Disruptors of the CACNA1D IQ motif to Ca2+-dependent inactivation inhibitor domain association, primary screening, Förster resonance energy transfer in intact living …. HEK cells, CFP/YFP FRET ICDI-IQ, plate reader, 10 min; percent FRET-ratio fall versus neutral wells. inhibition, % at 12.3 µM. 340,000 compounds, 0.098% hits. AID 743397;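 active means mean replicate inhibition of at least 30% and at least 1% of replicates passing that level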;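 further: 0% = median of the neutral control wells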
# NR2E3 ag-2 = agonists of human NR2E3 nuclear receptor. AID 602229. inhibition of corepressor binding, % at 3.98 µM. Q9Y5X4. 360,000 compounds, 0.35% hits. CHO-S Gal4-NCOR/VP16-NR2E3 two-hybrid, luciferase;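 active means inhibition above the mean of all tested compounds plus 3 SD, cut at about 70% in these data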;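 further: 0% = DMSO with NR2E3 transfected cells and 100% = cells lacking NR2E3 construct; higher means lower luciferase signal from less NR2E3 corepressor binding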
# hiPSC survival = increases survival of single human iPS cells | 360,000 compounds, 0.044% hits | hiPSC single-cell survival, ATPlite luminescence; 100% = ROCK inhibitor wells, 0% = DMSO | survival enhancement, % at 20 µM | AID 602274; in the data active means survival enhancement above about 18%;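 further: cells exposed to compounds for 16 hours before the ATP read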
# Peg3 promoter = Peg3 promoter activity inhibition. HeLa PEG-Prom luciferase reporter, luminescence, overnight. inhibition, % at 20 µM. 360,000 compounds, 1.7% hits. AID 588405;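 active means inhibition of at least 50% at 20 µM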
# MITF TRPM1 inh = reduces MITF-dependent TRPM1 promoter luciferase signal. 330,000 compounds, 0.83% hits. inhibition, % at 12.5 µM. SK-MEL-5 TRPM1 promoter luciferase, 24 h;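 active means mean inhibition across replicates of 60% or more, whatever share of single replicates reaches that level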; further: values of inactives mirror those of a sister screen read the other way
# * = called active by the depositor; . = no result given.
SMILES,aDG glyco act,HIF-2a block,Vif inh,PDI inh,NR2E3 ag-1,Granule exo inh,CaV13 FRET inh,NR2E3 ag-2,hiPSC survival,Peg3 promoter,MITF TRPM1 inh
O=C(NCCCCc1ccccc1)Nc1ccc(F)cc1F,2.4,-109.8,21.9,3.4,0.3,2.3,-1.8,-30.8,0.3,-86.7,-14.5
CCCn1c(=O)c(-c2ccccc2)c(O)c2ccccc21,-0.3,21.8,2.2,-9.6,0.9,-1.5,-7.9,7.7,3.7,4.4,-1.9
CCCCCSc1nnc(C)c(=O)[nH]1,-0.4,15.0,-1.0,1.9,1.7,2.8,-7.9,-8.1,-1.2,20.2,0.4
CC(C)(C)OC(=O)C[C@H]1C/C=C\C[C@H](CC(=O)NCCO)C(=O)N[C@@H](Cc2ccccc2)COC1=O,-0.1,4.1,3.0,6.9,.,0.4,-11.0,-10.1,10.2,-7.9,-3.0
CC(=O)c1ccc(N2CCN(Cc3nc(Cc4ccccc4)no3)CC2)cc1,0.7,18.8,.,-11.6,0.7,-2.5,-5.1,0.1,4.7,3.8,4.0
Cc1ccc(NC(=O)c2ccc(C(C)(C)C)cc2)cc1[N+](=O)[O-],-0.4,-282.7,4.8,4.9,0.9,-1.8,-4.1,-56.4,0.4,-240.5,-114.8
COc1cccc(NC(=O)CCC(=O)NCc2ccco2)c1,2.2,2.8,35.4,-6.0,3.6,1.4,.,-23.4,-0.9,-10.2,-7.1
CCCn1c(=O)c(C(=O)NCCc2ccc(OC)cc2)c(O)c2ccccc21,-0.1,27.1,4.0,-0.6,.,4.6,-5.8,-18.1,1.2,18.2,-3.3
Oc1c(/C=N/Nc2cccc3cccnc23)ccc2ccccc12,-0.4,-308.7,0.6,-1.4,0.5,-0.3,-4.2,-70.9,0.3,-264.4,-65.0
FC(F)(F)c1ccc(Sc2nnc(-c3cccs3)n2CC2CCCO2)nc1 (stereo unspecified),0.1,0.0,.,-1.1,2.2,-2.5,-3.5,1.6,4.1,21.5,3.9
Cc1ccnc(NS(=O)(=O)c2ccc(N3C(=O)C4CCCCC4C3=O)cc2)n1 (stereo unspecified),-0.1,8.4,24.2,-6.5,1.8,-14.3,-3.8,-3.8,-0.3,-7.9,6.6
COc1ccccc1NC(NC(=O)c1ccco1)C(=O)c1ccccc1 (stereo unspecified),0.2,-49.8,6.9,4.7,-3.0,-5.7,-7.1,-6.6,-0.5,-6.8,-0.6
COc1ccccc1C(C)NC(=O)c1cc(=O)[nH]c2ccccc12 (stereo unspecified),-0.1,10.3,-5.4,6.6,0.6,5.2,-3.6,6.4,-0.5,13.6,0.8
Cc1nn(C)cc1CN1CCCC(C(=O)c2ccc(-c3ccccc3)c(F)c2)C1 (stereo unspecified),3.4,6.9,-6.5,12.8,0.2,18.4,1.9,13.1,-2.3,9.0,-3.9
COc1ccc(OC)c(-c2csc(NC(=O)Cc3ccccc3OC)n2)c1,0.3,-87.2,-2.5,0.9,2.6,68.0*,-6.6,-24.3,-0.8,-74.0,-15.8
N#C/C(=C\c1cn(CCOc2ccccc2)c2ccccc12)C(=O)NCc1cccs1,0.0,18.6,-3.1,0.9,0.4,1.1,-5.3,-9.8,-0.7,1.6,4.4
O=C1CC(NS(=O)(=O)c2cc(F)ccc2F)CN1c1ccc2c(c1)OCCO2 (stereo unspecified),0.1,4.9,-9.2,-3.3,0.5,12.7,-5.4,-1.9,0.0,3.2,-0.6
CN(C)CCN(C(=O)/C=C/c1cccs1)c1nc2ccc(F)cc2s1,0.8,-37.9,5.0,-0.5,-0.5,3.1,-4.1,8.5,-1.4,12.8,4.7
CCCCNCCS(=O)(=O)NCc1ccc(OC)cc1,0.0,8.9,-1.1,-5.9,.,-3.9,-2.8,2.6,-2.0,5.3,-2.5
CN(CC(=O)Nc1ccc(Cl)c(C(F)(F)F)c1)C(=O)CC1Sc2ccccc2NC1=O (stereo unspecified),1.4,4.6,0.8,8.7,1.4,0.2,-2.0,17.8,-0.2,45.3,2.2
CCCCCCCN1CCC(=O)N([C@H](CO)Cc2ccccc2)CC1,0.1,12.7,0.0,0.3,1.1,3.6,-5.0,-6.3,-0.1,13.2,-4.8
COc1ccc(CCNC(=O)c2csc3c2CCCC3)cc1OC,0.0,-23.6,-3.7,-1.9,5.6,-0.6,-2.9,-3.4,-0.9,-6.1,10.6
NC(Cc1ccc(C(F)(F)F)cc1)c1csc(NC(=O)Nc2ccccc2Cc2ccccc2)n1 (stereo unspecified),-0.4,3.0,10.5,2.3,.,4.2,-6.9,-8.5,-4.3,118.3*,.
CCOc1ccc(NS(=O)(=O)c2cc3c4c(c2)C(C)C(=O)N4CCC3)cc1 (stereo unspecified),0.0,-3.6,0.6,0.7,2.0,-0.5,-14.6,-13.8,-0.4,11.1,5.5
Cc1ccc(OCCC(=O)OCC(=O)N2c3ccccc3NC(=O)C2(C)C)cc1,0.2,7.9,-5.6,15.2,0.4,3.1,-6.3,-16.3,-0.6,-10.1,-4.5

# Structural class, those above containing an NH in an aromatic ring
SMILES,aDG glyco act,HIF-2a block,Vif inh,PDI inh,NR2E3 ag-1,Granule exo inh,CaV13 FRET inh,NR2E3 ag-2,hiPSC survival,Peg3 promoter,MITF TRPM1 inh
CCCCCSc1nnc(C)c(=O)[nH]1,-0.4,15.0,-1.0,1.9,1.7,2.8,-7.9,-8.1,-1.2,20.2,0.4
COc1ccccc1C(C)NC(=O)c1cc(=O)[nH]c2ccccc12 (stereo unspecified),-0.1,10.3,-5.4,6.6,0.6,5.2,-3.6,6.4,-0.5,13.6,0.8

# Part of the list above, showing only Vif inh, hiPSC survival and Peg3 promoter.
SMILES	Vif inh	hiPSC survival	Peg3 promoter
Cc1ccnc(NS(=O)(=O)c2ccc(N3C(=O)C4CCCCC4C3=O)cc2)n1 (stereo unspecified)	24.2	-0.3	-7.9
Cc1ccc(OCCC(=O)OCC(=O)N2c3ccccc3NC(=O)C2(C)C)cc1	-5.6	-0.6	-10.1

# Following part
SMILES,aDG glyco act,HIF-2a block,Vif inh,PDI inh,NR2E3 ag-1,Granule exo inh,CaV13 FRET inh,NR2E3 ag-2,hiPSC survival,Peg3 promoter,MITF TRPM1 inh
Cc1ccccc1N1C(=O)CC(N2CCC(C(N)=O)CC2)C1=O (stereo unspecified),-0.3,0.3,-1.4,-8.2,1.3,3.3,-7.4,-13.1,-2.9,-22.7,1.7
COc1ccc(CNc2nc3c(c(=O)n(Cc4ccc(Br)cc4)c(=O)n3C)n2C)cc1,0.6,26.4,-9.4,-5.8,-0.9,-0.6,-5.2,-19.2,-0.9,48.0,23.7
COC(=O)c1c(NC(=O)C2CC=CCC2C(=O)O)sc2c1CCCCC2 (stereo unspecified),-0.1,1.9,-5.8,-3.1,2.3,0.2,.,-34.7,0.0,6.6,8.2
O=C1Nc2ccc(S(=O)(=O)N3CCCCCC3)c3cccc1c23,-0.1,12.5,-7.1,.,-0.1,6.8,-2.0,15.7,6.4,15.5,11.3
COc1ccccc1NC(=O)/C(=C/c1cccc([N+](=O)[O-])c1)c1ccccc1,-0.1,11.3,-17.8,-1.4,-2.0,8.1,-4.5,-2.4,-0.7,11.0,-7.4
O=C(NCc1ccc(Cl)cc1)c1ccc2nc[nH]c2c1,0.1,-0.7,3.4,7.1,.,4.0,2.3,-2.1,2.9,-5.7,-0.2
CCN1CCN(CCOc2cccc(Cl)c2Cl)CC1,0.7,2.7,30.1,7.2,-1.6,-0.7,-1.5,28.9,-0.9,10.6,7.0
O=C(OCN1C(=O)c2ccccc2C1=O)c1ccc(Cl)nc1,0.1,3.5,7.9,3.7,2.2,0.4,-4.0,-13.0,-0.5,-19.0,-0.4
COc1ccc(-c2cc(C3CCN(Cc4ccc([N+](=O)[O-])cc4)CC3)[nH]n2)cc1,1.0,19.8,-4.1,3.0,1.2,6.8,-4.2,-8.2,-0.6,29.4,-5.7
O=[N+]([O-])c1ccc(Sc2ccc(Cl)c(Cl)c2)nc1,-0.2,-11.4,-2.3,-5.2,-2.2,-1.8,-6.3,-6.8,3.5,14.9,-26.2
CCOC(=O)CN[C@H]1CCC2C3CC=C4C[C@@H](O)CC[C@]4(C)C3CC[C@@]21C (stereo partly specified),0.3,9.8,-0.9,7.6,.,0.5,-6.6,-2.0,0.5,-16.9,5.0
CCCn1c(SCC(=O)N(C)C2CCCCC2)n[nH]c1=O,-0.1,-11.0,-3.5,3.0,.,-2.4,-4.8,-18.1,-3.9,3.7,.
CSc1nc2cc(Oc3cccc(Cl)c3Cl)c(Cl)cc2[nH]1,-0.2,9.0,-3.5,16.0,-1.7,-0.9,-6.0,4.5,0.3,31.0,2.3
COC(=O)/C=C1\SC(=Nc2ccc(OC)cc2)NC1=O,0.3,5.0,-6.5,0.6,-1.2,-4.8,0.3,7.8,2.2,-2.9,-2.9
O=C(CCc1nnc(CCCCc2ccccc2)o1)N1CCC(N2CCCC2)CC1,-0.4,11.8,-10.2,-1.0,2.0,5.7,-4.8,-15.2,1.6,15.1,16.2
COc1ccc(S(=O)(=O)NCCc2nnc3ccc(SCc4cccnc4)nn23)cc1,-0.2,4.4,9.8,7.3,2.4,0.1,-6.7,-26.5,6.0,-1.0,-8.2
CCn1nc(C)c(CNC(=O)c2cc(COc3ccc(C)nc3)on2)c1C,0.4,3.5,-3.3,13.3,2.0,0.4,-7.2,15.7,-0.1,-5.7,18.5
O=C(O)c1cccc(NCc2cccnc2)c1,0.2,-4.9,0.1,-17.0,0.0,6.7,.,-10.0,6.4,1.4,-1.4
Cc1nn(C)cc1C=NCCOCc1ccccc1,-0.1,12.4,-2.0,-3.8,2.7,-2.0,-3.8,-0.5,1.7,13.0,-1.2
O=C(CCCO)c1ccc2c(c1)OCCO2,0.1,-21.3,3.7,-7.5,-2.1,-1.2,.,-11.6,-1.2,-17.1,-1.5
CCN1CCN(c2nc3c(c(=O)[nH]c(=O)n3C)n2CCCSc2ncccn2)CC1,0.0,15.0,.,0.5,1.0,-0.1,.,-35.3,1.1,19.9,1.5
COCOCCn1cc(CN2CCS(=O)(=O)N(Cc3ccc(-c4ccc(F)cc4)cc3)C(CC(C)C)C2=O)nn1 (stereo unspecified),0.5,3.7,9.1,13.3,.,3.5,-8.5,7.1,4.4,47.1,.
COc1ccc(-c2nc3c4ccccc4ccn3c2Cc2ccc(C)cc2)cc1OC,0.6,-61.3,.,.,.,5.4,-4.2,-13.0,-3.0,12.6,.
O=C(CSc1nc2ccccc2c(=O)n1CC1CCCO1)NCc1ccccc1 (stereo unspecified),-0.2,1.1,13.1,-1.0,-2.8,0.2,-7.1,17.2,0.1,16.2,11.1
CCOc1ccc(OCC(=O)OCC(=O)N2CCN(C(=O)c3ccco3)CC2)cc1,-0.3,-0.2,21.3,23.0,2.5,-3.9,-2.9,-0.4,0.9,13.2,3.7
CCOP(=O)(OCC)/C(C#N)=C/c1c[nH]c2ccccc12,-0.2,0.0,12.7,-11.9,-3.3,9.8,-4.2,16.8,0.0,9.7,0.2
